Source: PubChem (several laboratories)
Rin1 Abl inh: blocks binding of human Rin1 to Abl; P00519+Q13671; TR-FRET Rin1/Abl binding, biochemical; inhibition, % at 7.35 µM; 360,000 compounds, 0.4% hits; AID 588664; in the data active = inhibition above about 5%, passing the limit was not always enough
MsrA inhibitor: inhibits bovine methionine sulfoxide reductase A; inhibition, % at 15.5 µM; purified bovine MsrA, absorbance read-out; 360,000 compounds, 0.75% hits; AID 651718; in the data active = inhibition above about 4.5%;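 also: 0% = vehicle wells with enzyme and 100% = reference inhibitor wells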
MT1-MMP act inh: inhibitors of human MT1-MMP activation | GFP/RFP ratio change, % at 20 µM | AID 651647 | HT1080 RFP-PRO-GFP cells, GFP/RFP ratio fluorescence, overnight; percent of plate control window, DMSO zero | 360,000 compounds, 0.061% hits | P50281;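 active = GFP/RFP ratio change of at least 30% with cell ATP level not reduced by more than half and red fluorescence within 50% of control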; also: strong numbers were not always called active
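Material: RFP-PRO-GFP reporter HT1080 cells. Dosing: single-point 20 µM compound, 1% DMSO. Controls: DMSO and RFP-L50D-GFP cell wells. Timing: cells overnight before dosing, compound overnight, 37 °C, 5% CO2. Measure: GFP/RFP fluorescence ratio.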
CSN deneddyl inh: CSN deneddylation inhibition. Q92905. Purified CSN, SCF-Nedd8-OG deneddylation, fluorescence polarization. inhibition, % at 12.5 µM. 360,000 compounds, 0.38% hits;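 active = pattern-corrected inhibition above about 35%, with an unprinted fluorescence ratio check between 0.5 and 1.5, limit read from the data, passing the limit was not always enough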;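 also: 0% = enzyme with substrate and 100% = substrate without enzyme; some results filed as inactive read as strong as hits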
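assay system = purified human Csn5 enzyme expressed in HEK293T cells | amount = 0.24 nM enzyme | buffer or medium = Tris/NaCl/DTT buffer, pH 7.5 | reagent = 10 nM SCFSkp2-Nedd8OG | compound = one concentration, 12.5 µM, 0.25% DMSO | times = 90 min reaction at room temperature | signal = FP | read-out basis = % inhibition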
MsrA act: bovine methionine sulfoxide reductase A activation | purified bovine MsrA, absorbance read-out | activation, % at 10.6 µM | 360,000 compounds, 0.3% hits; in the data active = activation above about 7.5%;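 also: 0% = vehicle and 100% = reference activator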
FAS-TE inh: FAS thioesterase (human) inhibition | P49327 | recombinant FAS-TE, OMFH fluorogenic substrate, fluorescence endpoint | inhibition, % at 15 µM | 360,000 compounds, 0.67% hits | AID 602261;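 active = compounds whose normalised, plate-corrected inhibition of enzyme fluorescence in the single-dose primary screen is 50% or more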;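 also: 0% = DMSO with enzyme and 100% = substrate without enzyme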
Rpn11 inh: inhibitors of human proteasome Rpn11 | O00487 | human 26S proteasome, Ub4-pepOG fluorescence polarization; 20S core pre-blocked with epoxomicin | calls only at 20 µM | 360,000 compounds, 0.59% hits;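 active = inhibition at 20 µM, scaled to each plate's controls, above about 33%, limit read from the data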
Target sequence (O00487 whole entry, looked up): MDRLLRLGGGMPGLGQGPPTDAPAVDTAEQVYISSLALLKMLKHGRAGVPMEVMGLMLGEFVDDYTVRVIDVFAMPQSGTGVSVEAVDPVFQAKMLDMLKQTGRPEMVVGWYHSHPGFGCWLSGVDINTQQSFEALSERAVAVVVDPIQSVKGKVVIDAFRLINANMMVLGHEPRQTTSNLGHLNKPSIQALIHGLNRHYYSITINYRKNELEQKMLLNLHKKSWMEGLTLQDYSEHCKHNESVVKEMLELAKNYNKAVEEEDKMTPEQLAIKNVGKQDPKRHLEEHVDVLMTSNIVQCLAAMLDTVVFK
PABP1 MLLE inh: blocks PAM2 peptide binding to the PABP1 MLLE domain | P11940 | GST-MLLE / FITC-PAM2 fluorescence polarization | inhibition, % at 20 µM | 360,000 compounds, 0.36% hits; in the data active = inhibition above about 35%, passing the limit was not always enough;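 also: plate controls were DMSO wells with GST-MLLE for no effect and wells lacking GST-MLLE protein for full effect; some results filed as inactive read as strong as hits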
Target sequence (P11940 whole entry, looked up, the tested form may be a part): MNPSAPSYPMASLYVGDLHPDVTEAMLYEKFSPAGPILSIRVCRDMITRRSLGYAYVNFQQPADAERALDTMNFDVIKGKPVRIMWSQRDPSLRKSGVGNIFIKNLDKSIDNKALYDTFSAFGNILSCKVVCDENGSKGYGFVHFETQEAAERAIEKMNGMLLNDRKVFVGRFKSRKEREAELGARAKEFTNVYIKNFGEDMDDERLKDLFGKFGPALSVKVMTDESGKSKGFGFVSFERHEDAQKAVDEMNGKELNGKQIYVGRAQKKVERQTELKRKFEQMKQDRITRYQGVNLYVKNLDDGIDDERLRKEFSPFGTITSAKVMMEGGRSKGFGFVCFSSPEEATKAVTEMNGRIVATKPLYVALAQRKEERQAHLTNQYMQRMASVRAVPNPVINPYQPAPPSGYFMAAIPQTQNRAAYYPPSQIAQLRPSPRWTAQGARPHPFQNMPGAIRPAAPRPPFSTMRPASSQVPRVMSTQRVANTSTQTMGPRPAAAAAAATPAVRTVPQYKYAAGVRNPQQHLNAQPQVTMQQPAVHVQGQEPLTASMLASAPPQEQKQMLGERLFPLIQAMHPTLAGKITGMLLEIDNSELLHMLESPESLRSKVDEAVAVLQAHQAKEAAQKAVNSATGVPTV
E coli Lon inh: E. coli protease La inhibition; P0A9M0; purified E. coli Lon protease, fluorescence polarization; inhibition, % at 7.94 µM; 360,000 compounds, 0.42% hits; in the data active = inhibition above about 13%, passing the limit was not always enough;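 also: 0% = enzyme with probe and DMSO and 100% = no enzyme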
An asterisk follows results filed as active; i = inactive; + = active, no number.

SMILES | Rin1 Abl inh | MsrA inhibitor | MT1-MMP act inh | CSN deneddyl inh | MsrA act | FAS-TE inh | Rpn11 inh | PABP1 MLLE inh | E coli Lon inh
CC(C)C(N)c1csc(Nc2ccc(C(F)(F)F)cn2)n1 (configuration not stated) | 0 | 0.3 | -3 | 0 | 0 | -11 | i | -10 | 7
CC1(C)CC(=O)C(C=NCCN2CCN(CC(=O)Nc3ccc(F)cc3)CC2)=C(O)C1 | 3 | -1.0 | 4 | 2 | -3 | -7 | i | 3 | 3
COc1ccc(-n2c(SCC(=O)NCC3CCCO3)nc3ccccc3c2=O)cc1Cl (configuration not stated) | 0 | 1.9 | -6 | 9 | 6 | -14 | + | -96 | -32
Cc1ccc(OCC(O)CN2CC3(C)CC2CC(C)(C)C3)cc1 (configuration not stated) | 1 | 1.4 | 3 | -2 | -2 | -9 | i | 4 | -1
COc1ccc(NC(=O)Nc2ccc(N3CCOCC3)c3nonc23)c(OC)c1 | -4 | -0.2 | 24 | 19 | -3 | -9 | i | -11 | -7
O=C(NC(=O)c1ccccc1)Nc1ccccc1O | 1 | 0.3 | -33 | 4 | -2 | -11 | i | -3 | -26
Cc1ccc2cc3cc(C(=O)NCCCN4CCCC4)oc3nc2c1 | -3 | 1.2 | 5 | 6 | -6 | -2 | i | -16 | 0
CC1CCN(c2ccccc2NC(=S)NC(=O)C(C)(C)C)CC1 | 0 | -0.4 | -8 | -4 | -2 | 22 | i | 39* | -3
CC1(c2ccc([N+](=O)[O-])cc2)NC(=O)N(CC(=O)Nc2ccc(N3CCCCC3)cc2)C1=O (configuration not stated) | 0 | 0.4 | 5 | 4 | -1 | 13 | i | -6 | -3
CCC(=O)NCC(c1cccs1)S(=O)(=O)c1ccc(C)cc1 (configuration not stated) | -3 | 0.8 | 3 | 4 | -1 | -7 | i | -6 | -1
O=C(c1ccccc1)n1c(=O)c(F)cn(COCCBr)c1=O | 0 | 0.2 | 9 | 2 | -4 | -1 | i | 6 | -11
CCCCCCC(C)NC(=S)Nc1cc(S(=O)(=O)N(C)C)ccc1C (configuration not stated) | 2 | -1.8 | -5 | 4 | -3 | 33 | i | 24 | -1
O=C(Cn1cnc([N+](=O)[O-])n1)NCCO | -2 | 0.3 | -1 | 1 | 0 | -4 | i | 4 | -8
COC(=O)c1ccc(NC(=S)NNC(=O)c2ccccc2)cc1 | 2 | 1.3 | 4 | -7 | 3 | -1 | i | 31 | 10
CCN(C(=O)COC(=O)/C=C/c1ccc2c(c1)OCO2)c1c(N)n(Cc2ccccc2)c(=O)[nH]c1=O | -1 | 0.0 | 0 | -2 | -1 | -13 | i | 12 | 4
O=C(CSc1nnc(-c2ccncc2)n1C1CC1)c1cccs1 | 4 | -0.3 | -2 | -1 | -2 | -7 | i | -7 | -1
CN(C)C(=O)Cn1nc(-c2ccccc2)c2ccccc2c1=O | 0 | -1.4 | -1 | 3 | -6 | -5 | i | 3 | 5
O=C1ON=C(c2ccccc2[N+](=O)[O-])/C1=C/c1cccc([N+](=O)[O-])c1O | 0 | 0.2 | -1 | -2 | -2 | -4 | i | -112 | 0
COC(=O)c1nn(C23CC4CC(CC(C4)C2)C3)c2c1C(=O)N(c1ccc(F)cc1)C2=O | -1 | -0.1 | -3 | 1 | 1 | 27 | i | 1 | 4
Cc1cc(C)cc(C(=O)NCC(=O)N2CCN(c3cccc(Cl)c3)CC2)c1 | -1 | -0.4 | -1 | 3 | -1 | 7 | i | 6 | -3
Cc1oc(CSCCSCc2cc(C(=O)O)c(C)o2)cc1C(=O)O | 0 | -0.8 | -1 | -5 | -1 | -4 | i | 27 | 3
COc1ccc2cc(CN(Cc3ccco3)C(=S)NCC3CCCO3)c(=O)[nH]c2c1 (configuration not stated) | 1 | 1.8 | -4 | -6 | -5 | 1 | i | -137 | -3
Oc1ccccc1C=NCC(O)c1ccccc1 (configuration not stated) | 0 | -1.1 | -5 | -7 | -4 | -13 | i | -2 | 1
CCC(=O)N1CCN(c2ccccc2NC(=O)COc2ccccc2Cl)CC1 | -1 | -1.0 | -7 | 4 | 0 | 14 | i | -3 | -3
COc1ccc(CC(=O)Nc2ccccc2C(=O)N2CCOCC2)cc1 | 0 | -0.3 | 0 | 1 | -4 | -8 | i | 0 | -2
COc1cccc(-c2nc(CS(=O)(=O)CC(=O)NC3CCCc4ccccc43)c(C)o2)c1 (configuration not stated) | -1 | -0.7 | 7 | 5 | -5 | 16 | i | 4 | -9
CC1CCN(C(=O)CSc2nnc3ccc(-c4cccnc4)nn23)CC1 | 3 | -0.2 | 2 | 0 | -2 | -9 | i | 8 | -5
Oc1ccc(N2CCN(C(=S)NCc3ccccc3)CC2)cc1 | 0 | 2.5 | -6 | -4 | -2 | -2 | i | -143 | 5
Cn1ccnc1/C(=N\NC(=O)c1ccccc1)c1cccc([N+](=O)[O-])c1 | -1 | 0.9 | 13 | 7 | -6 | 23 | i | 0 | -6
COc1cc2c(=O)n(-c3ccc(C)cc3)c(=O)n(CC(=O)c3ccc4c(c3)OCO4)c2cc1OC | -2 | 0.7 | 5 | -5 | -3 | 22 | i | -1 | -3
Fc1cccc(F)c1CN1CCN(c2ncccn2)CC1 | -1 | -0.2 | 0 | -10 | -4 | -10 | i | 0 | -8
Cc1ccc(Nc2nc(C(=O)NCc3ccco3)cs2)cc1 | -4 | -0.9 | -7 | 1 | 0 | 8 | i | 9 | 1
Cc1ccc2oc(-c3ccc(NC(=O)c4ccncc4)cc3O)nc2c1 | 0 | -1.6 | 0 | -5 | -7 | 0 | i | -32 | -12
Cc1cc(NC(c2cccnc2)c2ccc3cccnc3c2O)no1 (configuration not stated) | 5 | 0.0 | -3 | -6 | -4 | 2 | i | 8 | 8
Cc1cc(S(=O)(=O)N2CCCOC2CNC(=O)C(=O)NCCCN2CCOCC2)ccc1F (configuration not stated) | -1 | -0.9 | 0 | -2 | -1 | -4 | i | 3 | -16
CN1Cc2ccccc2CC1CNCc1c(C(=O)N2CCCC2)nc2ccccn12 (configuration not stated) | 1 | -1.4 | 1 | 1 | -1 | -11 | i | 2 | -1
C=C1C(=O)C2=CC1CCC(=O)C1(C)CCC(OC(C)=O)C(C)(C)C1CC2O (configuration not stated) | 1 | 0.4 | 1 | -3 | 2 | -6 | i | -3 | -8
CCOC1=C2[C@H](c3ccccc3)N(S(=O)(=O)c3ccc(C)cc3)C(C(C)(C)C)[C@H]2n2c(=O)n(-c3ccccc3)c(=O)n2C1 (some centres not stated) | 1 | -1.4 | 1 | 0 | -3 | 89* | i | -1 | -2
O=C(COc1ccc(Cl)cc1)Nc1nc(-c2cccs2)cs1 | 2 | -0.7 | 3 | -1 | 1 | 23 | i | 18 | 1
O=C(CNC(=O)c1ccc(Br)cc1)NCC(=O)OCC(=O)c1ccc(F)cc1 | 0 | -0.4 | -4 | 4 | -3 | -4 | i | 0 | -8
CC1CCN(S(=O)(=O)c2ccc3c(c2)N(CC(=O)NCCCOC(C)C)C(=O)CO3)CC1 | -1 | -1.0 | 0 | -2 | -3 | 8 | i | 15 | 9
Nc1nonc1-n1nnc(C(=O)N/N=C/c2ccccc2F)c1CN1CCOCC1 | -2 | 1.3 | -1 | 3 | -4 | -4 | i | -15 | -1
CC(=O)Nc1ccc(S(=O)(=O)N2CCC(C(=O)NCCC(=O)NCc3ccccc3)CC2)cc1 | 0 | 0.0 | 2 | -6 | 0 | -5 | i | -4 | 2
CC1(C)Cc2c(cnn2-c2cccc(F)c2)C(NC(=O)CN2CCCC2=O)C1 (configuration not stated) | -1 | -0.6 | 4 | 3 | -4 | -3 | i | 6 | -6
CCOC(=O)C1C(=O)NC(N2CCCCC2)=NC1c1ccccc1 (configuration not stated) | -2 | -0.6 | 6 | 1 | -1 | -4 | i | 9 | 1
COc1cccc(NC(=S)N(C)C2CCN(C)CC2)c1 | -1 | -0.2 | -4 | -3 | -1 | -4 | i | -8 | 2
C=CCN(c1ccc(C(=O)N2CCCC2)cc1)S(C)(=O)=O | -1 | 0.9 | 1 | -5 | 3 | -7 | i | 2 | -9
O=C1NC(CCc2ccccc2)C(=O)N1CCOc1cccc(Br)c1 (configuration not stated) | 3 | 1.2 | 5 | 2 | -1 | 24 | i | -11 | 6
c1ccc2c(c1)CCOC2CNCCCN1CCCCC1 (configuration not stated) | -2 | -0.3 | 7 | -5 | -1 | -8 | i | -15 | 0
Cc1ccnc(N2CCC(C(=O)NC3CCCCCC3)CC2)n1 | -1 | -0.1 | 3 | -4 | -8 | -11 | i | -20 | -2

7 entries from above, tab-delimited:
SMILES	Rin1 Abl inh	MsrA inhibitor	MT1-MMP act inh	CSN deneddyl inh	MsrA act	FAS-TE inh	Rpn11 inh	PABP1 MLLE inh	E coli Lon inh
O=C1NC(CCc2ccccc2)C(=O)N1CCOc1cccc(Br)c1 (configuration not stated)	3	1.2	5	2	-1	24	i	-11	6
CC1CCN(S(=O)(=O)c2ccc3c(c2)N(CC(=O)NCCCOC(C)C)C(=O)CO3)CC1	-1	-1.0	0	-2	-3	8	i	15	9
Nc1nonc1-n1nnc(C(=O)N/N=C/c2ccccc2F)c1CN1CCOCC1	-2	1.3	-1	3	-4	-4	i	-15	-1
CC(=O)Nc1ccc(S(=O)(=O)N2CCC(C(=O)NCCC(=O)NCc3ccccc3)CC2)cc1	0	0.0	2	-6	0	-5	i	-4	2
C=CCN(c1ccc(C(=O)N2CCCC2)cc1)S(C)(=O)=O	-1	0.9	1	-5	3	-7	i	2	-9
Cc1ccnc(N2CCC(C(=O)NC3CCCCCC3)CC2)n1	-1	-0.1	3	-4	-8	-11	i	-20	-2
CC1(C)Cc2c(cnn2-c2cccc(F)c2)C(NC(=O)CN2CCCC2=O)C1 (configuration not stated)	-1	-0.6	4	3	-4	-3	i	6	-6

The list goes on.
SMILES | Rin1 Abl inh | MsrA inhibitor | MT1-MMP act inh | CSN deneddyl inh | MsrA act | FAS-TE inh | Rpn11 inh | PABP1 MLLE inh | E coli Lon inh
O=C(NCCOC(=O)c1cccs1)c1cccnc1 | 4 | -0.5 | 2 | -2 | -5 | -5 | i | -8 | -6
CCOc1ccc(S(=O)(=O)Nc2ccc(C(=O)NN)cc2)cc1 | -2 | 1.0 | 8 | -5 | -2 | 4 | i | 12 | -6
C=CCn1c(SCc2ccc3c(c2)OCO3)nc2scc(-c3ccco3)c2c1=O | -1 | -0.8 | -8 | 57* | -5 | 14 | i | -1 | 11
Cc1ccc(CCNC(=O)Cn2cccc2)cc1 | -1 | -0.8 | -2 | 0 | 0 | -6 | i | -4 | 1
CC(C)N1CCC1(C)C(=O)Nc1ccc(-n2cccc2)cc1 (configuration not stated) | 2 | -0.3 | -3 | 7 | -1 | 2 | i | -1 | 4
C/C=C/C=C/C(=O)N1CC[C@]23c4ccccc4N[C@H]4N(C)c5cccc6c5[C@]42CCN([C@H]6C2OC2(C)C)[C@H]13 (some centres not stated) | -1 | -0.7 | -31 | 0 | 0 | 12 | i | -1 | 3
CCOc1ccccc1NC(=O)CN1CCC(NC(=O)Nc2ccccc2)CC1 | 5 | -0.7 | 2 | 0 | -6 | 2 | i | 6 | 4
O=C(CSCc1ccccc1)NNc1c(F)c(F)cc(F)c1F | 2 | 1.3 | -2 | -1 | -2 | 0 | i | 13 | -8
